Screens (PubChem)
MC4R antagonist – human MC4R antagonism in cAMP assay; P32245; MC4R-expressing cells, MTII-stimulated cAMP, LANCE TR-FRET; inhibition, % at 6.5 µM; 0.48% of 360,000 active; AID 540295;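 active = inhibition above its plate's cutoff, the mean of tested wells on that plate plus 3 SD, cut at about 29% in these data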;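 note: 0% = Melanotan II alone and 100% = Melanotan II plus saturating MCL0020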
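Assay system: U2OS-MC4R stable cell line; Also added: Melanotan II; Technique: Eu-cAMP/anti-cAMP TR-FRET, emission 671 nm; Times: 30-min compound, 1-h challenge, 1-h detection, room temperature.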
Granule exo inh – lytic granule exocytosis inhibition. AID 651702. inhibition, % at 10 µM. TALL-104 LAMP-1 surface exposure, flow cytometry; cells stimulated with thapsigargin and PMA. 0.66% of 360,000 active;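 active = inhibition above about 55%, limit read from the data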
N-glyco inh – blocks N-linked glycosylation in D54 reporter cells; D54 ERlucT glycosylation luciferase reporter, 24 h; percent of 100 nM tunicamycin response; AID 588692; reporter increase, % at 12.5 µM; 0.23% of 360,000 active;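 active = mean luciferase reporter signal, scaled so untreated is 0 and the glycosylation-blocking control 100, at or above a set limit in every replicate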;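 note: luciferase carries N-glycosylation sites so blocking glycosylation raises the light; 0% = median of neutral control wells and 100% = median of 100 nM tunicamycin wells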
Cardio protect – protects H9c2 cardiomyocytes from peroxide injury. 0.63% of 360,000 active. H2O2 injury protection, ATPLite, 2 h. protection from H2O2 cell death, % at 20 µM. AID 588492;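 active = compounds giving at least 50% protection of heart cells from peroxide-induced death in the single-dose screen, raw or plate-pattern-corrected value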;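 note: 0% = DMSO wells with peroxide and 100% = DMSO wells without peroxide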
aDG glyco act – increases alpha dystroglycan glycosylation | Pro5-aDG cells, alpha-DG glycosylation AlphaScreen (IIH6); 0% Pro5, 100% B10-LARGE cell signal | activation, % at 10 µM | 0.22% of 360,000 active;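 active = activation of at least 8% versus controls, or a plate z-score of at least 8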;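 note: Pro5 are CHO cells carrying HIG-tagged alpha-DG that lacks glycosylation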
ABCB6 inh 2 – human ABCB6 transporter inhibition | Q9NP58 | K562-ABCB6 porphyrin accumulation, flow cytometry, 1 h; active compounds read low | fluorescence ratio to DMSO, % at 10 µM | 0.19% of 360,000 active;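 active = fluorescence ratio to DMSO below 75%, the collection mean minus 3 SD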;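 note: signal is porphyrin accumulated inside mitochondria; 100% equals median channel fluorescence of DMSO control wells; lower ratio means ABCB6 inhibition with less porphyrin fluorescence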
hiPSC survival – hiPSC single-cell survival enhancement; ATPlite luminescence; 100% = ROCK inhibitor wells, 0% = DMSO; survival enhancement, % at 20 µM; 0.044% of 360,000 active; AID 602274; in the data active = survival enhancement above about 18%;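 note: cells exposed to compounds for 16 hours before the ATP read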
MC4R barr agon – activates human MC4R beta-arrestin recruitment; 0.98% of 360,000 active; U2OS MC4R beta-arrestin complementation, luminescence; percent of melanotan II response, DMSO zero; AID 540308; activation, % at 8.9 µM;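 active = activation above a per-plate cutoff, the mean activation of sample wells on that plate plus 3 SD, cut at about 8% in these data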
ABHD5 PLIN5 PPI – blocks binding of human ABHD5 to perilipin-5. Split G. princeps luciferase complementation, luminescence, 4 h. AID 602281. inhibition, % at 4 µM. Q00G26+Q8WTS1. 0.78% of 360,000 active;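 active = inhibition above the mean inhibition across every tested compound plus 3 SD, cut at about 22% in these data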;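 note: 0% = DMSO only wells and the 100% control is not disclosed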
Target sequence (Q00G26 whole entry, looked up): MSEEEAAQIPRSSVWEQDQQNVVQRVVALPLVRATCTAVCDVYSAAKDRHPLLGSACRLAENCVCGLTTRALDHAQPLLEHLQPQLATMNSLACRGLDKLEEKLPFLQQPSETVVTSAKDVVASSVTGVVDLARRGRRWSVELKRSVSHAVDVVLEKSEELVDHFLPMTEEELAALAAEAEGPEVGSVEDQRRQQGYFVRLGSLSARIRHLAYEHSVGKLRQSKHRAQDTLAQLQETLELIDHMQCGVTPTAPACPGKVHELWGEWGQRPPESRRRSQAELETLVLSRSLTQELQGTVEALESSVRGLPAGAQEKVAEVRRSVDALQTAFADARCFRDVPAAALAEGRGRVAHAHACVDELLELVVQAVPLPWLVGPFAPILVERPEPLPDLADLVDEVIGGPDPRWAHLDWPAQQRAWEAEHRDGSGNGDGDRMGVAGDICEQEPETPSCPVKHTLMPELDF
Target sequence (Q8WTS1 whole entry, looked up): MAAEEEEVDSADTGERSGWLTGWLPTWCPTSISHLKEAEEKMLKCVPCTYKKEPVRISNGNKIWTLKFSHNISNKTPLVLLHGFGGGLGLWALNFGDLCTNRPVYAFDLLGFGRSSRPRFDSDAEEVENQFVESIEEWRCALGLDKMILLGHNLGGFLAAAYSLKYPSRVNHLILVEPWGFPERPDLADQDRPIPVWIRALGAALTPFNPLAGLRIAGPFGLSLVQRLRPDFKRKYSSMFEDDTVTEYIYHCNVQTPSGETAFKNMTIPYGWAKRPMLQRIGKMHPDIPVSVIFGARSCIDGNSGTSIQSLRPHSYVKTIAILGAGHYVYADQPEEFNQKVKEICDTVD
m5-HT2A agonist – agonists of mouse serotonin 5-HT2A receptor (HTR2A) | CHO-K1 mHTR2A beta-arrestin complementation, luminescence; percent of 30 µM serotonin response | AID 624169 | activation, % at 7.6 µM | 0.66% of 360,000 active | P35363;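 active = activation above a run cutoff, the mean activation of all tested compounds plus 3 SD, cut at about 14% in these data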;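 note: 0% = plate median of compound wells and 100% = 30 µM serotonin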
* marks the source's active call; other numbers are inactive results; x = not tested or not shown.

canonical_smiles	MC4R antagonist	Granule exo inh	N-glyco inh	Cardio protect	aDG glyco act	ABCB6 inh 2	hiPSC survival	MC4R barr agon	ABHD5 PLIN5 PPI	m5-HT2A agonist
Cc1cc(Cl)ccc1OCCCC(=O)OCC(=O)Nc1cccc(S(N)(=O)=O)c1	10	10	2	-7	-0.2	101	0.1	0.9	13	5
NC(=N\N=Cc1ccco1)/C(N)=N/N=Cc1ccco1	-1	0	1	11	-0.3	98	-0.6	-2.0	3	-5
CC(=O)Nc1cccc(C(=O)OC(C)C(=O)Nc2ccc(S(=O)(=O)N3CCCC3)cc2)c1 (stereo not drawn)	13	3	1	-4	0.3	97	0.0	-4.5	-6	13
CN(CC(=O)Nc1ccc(C#N)cc1)Cc1ccc(Cl)cc1Cl	5	0	-2	-2	0.0	94	-2.0	3.5	-9	-5
CC(/C=C/c1ccccc1)=N/NC(=O)CCC(=O)Nc1ccccc1C	-3	-3	3	-6	0.0	95	0.2	-1.3	0	0
Cc1nc2c3ccccc3n(Cc3ccccc3F)c2s1	6	9	-1	3	0.5	93	4.0	-0.6	-16	0
CSc1ccc(C#N)cc1NC(=O)c1ccccc1	13	-1	0	-9	0.5	93	0.6	-1.4	-1	2
N#Cc1cc2c(nc1SCC(=O)Nc1sc3c(c1C#N)CCC3)CCCC2	2	-2	4	5	0.0	99	-0.3	-1.9	-1	1
O=C(NC(=S)N1CCN(c2nc(-c3ccccc3)cs2)CC1)c1cncc(Br)c1	2	2	0	16	0.4	98	-0.2	-4.7	-4	-8
CC1=C(C(=O)OC(C)C)C(C)C(C(=O)OC(C)C)=C(C)N1	5	-3	0	-9	1.0	97	0.8	0.8	-7	-6
COCc1cn(CC(=O)c2sc(NC(=O)C(C)(C)C)nc2C)nn1	x	1	x	x	-0.2	120	-0.1	x	0	-1
COC(=O)c1ccc(Cc2ccccc2)o1	2	9	-1	-1	0.0	98	-2.5	0.1	7	2
CC(=O)N1c2ccc(S(=O)(=O)N(C)Cc3ccco3)cc2CC1C (stereo not drawn)	1	3	0	-1	-0.1	96	0.0	-1.5	-4	14
Cc1ccc(S(=O)(=O)N2C[C@@H]3CCCC[C@@H]3[C@@H](C)[C@H]2c2cn(Cc3ccccc3)c3ncccc23)cc1	15	1	-12	-23	0.7	91	-2.3	-2.0	13	-1
O=[N+]([O-])c1ccccc1NCc1ccccc1Cl	-2	-2	0	-18	0.0	98	0.2	-2.3	-10	-5
O=C(CCNC(=O)c1ccccc1Cl)Nc1ccccc1N1CCCC1	1	-6	x	1	0.1	96	0.3	-2.5	2	-9
CCCCN(C(=O)C1CC(=O)N(c2ccc(OC)cc2OC)C1)c1c(N)n(CC(C)C)c(=O)[nH]c1=O (stereo not drawn)	0	0	2	9	-0.1	98	0.5	-1.2	4	9
CN(C)C(=O)CSc1nnc(-c2ccco2)n1-c1ccccc1	16	-15	1	8	-0.1	104	-0.6	-1.4	5	5
Cc1c(N=C2N=C(NC(=O)NC(C)(C)C)c3ccccc32)c(=O)n(-c2ccccc2)n1C	-14	-2	7	12	-0.1	103	2.3	-3.5	-4	0
CCOC(=O)c1ccc(N2C(=O)CC(N3CCC(O)(c4ccc(Cl)cc4)CC3)C2=O)cc1 (stereo not drawn)	18	0	2	-15	0.0	89	-1.9	-0.7	2	6
Cc1cnn(-c2ccc3nnc(-c4ccc(Cl)cc4)n3n2)c1	15	-12	0	0	-0.5	100	-1.6	3.3	1	0
Cn1c(=O)c2[nH]c(CCCCCCCc3nc4ccccc4[nH]3)nc2n(C)c1=O	3	22	4	-8	1.3	96	11	-1.2	2	13
COc1ccc(S(=O)(=O)NCCSCc2ccco2)cc1C	3	-3	1	-2	-0.1	90	1.2	1.2	0	-5
Cc1ccc(S(=O)(=O)NCCC(C)C)cc1[N+](=O)[O-]	-1	0	1	-9	-0.1	93	0.1	-1.3	4	-3
Cc1ccc(CN2CC(C(=O)NCC(=O)Nc3c(C)cccc3C)CC2=O)cc1 (stereo not drawn)	6	-14	1	0	0.5	95	-0.3	-0.1	2	-3
Clc1ccccc1/C=N/N1CCN(Cc2ccccc2)CC1	-6	-12	0	-1	-0.1	98	0.0	1.4	-11	-4
CC(C)(C)OC(=O)C[C@H]1C/C=C\C[C@H](CC(=O)NCCO)C(=O)N2CCC[C@@H]2COC1=O	13	5	2	1	0.5	101	-3.4	1.3	-5	0
CCc1ccccc1N(C(=O)c1snc(C(N)=O)c1N)C(C(=O)NCC1CCCO1)c1ccc(C)o1 (stereo not drawn)	14	6	-4	-1	-0.1	95	-0.1	-1.3	6	-2
O=C(CSc1ccccc1)Nc1ccc(N2CCN(c3ccccc3)CC2)c(F)c1	5	-10	2	8	0.4	101	0.2	1.6	3	2
CCOC(=O)CNC(=O)Cn1cnc2sc(C)c(S(=O)(=O)N3CCC(C)CC3)c2c1=O	3	5	-2	5	1.0	97	-1.5	-0.7	3	-3
O=C(c1ccc2nc(Cc3ccccc3F)oc2c1)N1CC[C@H](O)C1	2	-6	1	6	-0.1	94	-0.4	0.3	11	-1
CCCOc1ccc(CN(CCO)CCO)cc1[N+](=O)[O-]	4	-2	1	-2	-0.3	96	-0.8	-2.4	-3	-3
COCC(=O)N(C)C[C@H]1Oc2cc(C#Cc3cccnc3)ccc2S(=O)(=O)N([C@H](C)CO)C[C@H]1C	7	-5	-1	-2	0.0	107	-1.0	1.0	-8	0
Nc1nc(-c2ccco2)nc(N2CCCCC2)n1	-8	3	1	-13	-0.1	103	8.5	-1.7	1	-1
CCOC(=O)c1c(NC(=O)OC)sc(C(=O)N(C)C)c1C	3	1	0	1	-0.1	102	7.5	0.1	0	5
Cc1ccc(C(=O)NC2CC3CCC(C2)N3C)cc1 (stereo not drawn)	8	-1	-1	7	-0.1	93	0.1	0.0	8	-6
Cc1ccccc1OCC(=O)O/N=C(\N)c1ccncc1	1	-11	-1	-2	0.2	97	-0.4	-1.6	0	-3
N#Cc1ccc(NC(=O)Cn2cnc(S(=O)(=O)N3CCc4ccccc43)c2)cc1	5	19	1	5	0.0	97	-0.6	-2.6	3	-7
COc1ccc(CN(C(=O)CN2C(=O)c3ccccc3S2(=O)=O)C(C(=O)NCC2CCCO2)c2ccncc2)cc1 (stereo not drawn)	10	0	3	7	-0.2	102	-2.0	-0.8	4	4
Cc1ccc(NC(=O)c2cc3ccccc3o2)nc1	-1	10	-17	-13	0.2	111	-0.4	-5.4	4	7
CC1CCCN(C(=O)Cn2nnc(-c3ccc(N(C)C)cc3)n2)C1 (stereo not drawn)	15	1	-1	-4	-0.2	101	-0.2	1.8	0	-1
Cc1cccc(NC(=O)COC(=O)CCc2ccc(S(=O)(=O)N3CCOCC3)cc2)c1C	3	1	2	10	0.0	98	-0.7	-2.0	5	-3
COc1ccccc1NC(=O)Cc1nc(CCl)cs1	14	-2	0	1	0.1	98	-1.0	-1.5	-3	2
C[C@H]1COC(=O)CCC/C=C\C[C@H](CC(=O)N(CCO)Cc2ccccc2)C(=O)N1	2	-3	2	-1	-0.2	91	-0.1	-0.9	-3	-4
CN(C)CCNc1ncnc2c1sc1nc(-c3ccccc3)c3c(c12)CCCC3	0	30	-12	-18	-0.3	96	-0.8	3.7	10	-3
CCOCCc1c(O)nc(SCC)[nH]c1=O	5	-3	1	4	0.0	97	0.1	-1.8	-1	-1
COc1cccc(NC(=O)CN(C)C(=O)c2ccc3c(c2)C(=O)N(CCC(C)C)C3=O)c1	12	-2	-1	-10	0.3	91	-1.2	2.9	0	2
O=C(CN1C(=O)NC2(CCCCC2)C1=O)N1CCN(S(=O)(=O)c2cccc([N+](=O)[O-])c2)CC1	8	2	4	6	0.0	97	-0.5	3.1	4	-7
CC(Cc1ccccc1)N1CCCC1=O (stereo not drawn)	-1	-8	-1	4	0.1	105	4.1	-0.6	-10	-3
CCCC(=O)Nc1cc(S(=O)(=O)N2CCOCC2)ccc1N1CCCCC1	5	8	0	0	-0.1	95	0.6	0.9	-10	-7
CCN(CC)C(=O)C1=C(C)N(Cc2ccc(OC)cc2)C(=O)C(CC(=O)NC(c2ccccc2)c2ccccc2)C1 (stereo not drawn)	4	-2	-1	7	0.0	83	-0.1	-1.2	5	-5
C[C@H](NC(=O)c1ncn2c1c(=O)[nH]c1ccc(Br)cc12)c1ccccc1	-1	-4	-3	-24	-0.2	114	0.6	0.2	2	0
O=C(NCC(=O)N1CCN(S(=O)(=O)c2ccccc2)CC1)c1ccc2ccccc2c1	4	1	-3	2	-0.3	96	0.7	2.9	7	3
CCCCN(C(=O)c1ccc([N+](=O)[O-])o1)c1c(N)n(CC(C)C)c(=O)[nH]c1=O	-5	-6	5	2	0.0	99	0.0	-3.3	1	-7
CCC1CCCCN1CCCNC(=O)C1CCN(S(=O)(=O)N2CCCCC2)CC1 (stereo not drawn)	12	-2	1	0	-0.1	101	-0.8	-0.1	4	-6
COc1ccc(-c2nc(CC(=O)O)cs2)cc1	21	0	2	10	0.4	90	2.7	0.6	-2	-2
CCOC(=O)c1cnn(-c2ccccn2)c1N	2	-4	-1	-14	-0.2	90	-2.8	-0.8	2	3
O=C(Cc1ccccc1)N/N=C/C=C/c1cccc([N+](=O)[O-])c1	-5	4	-1	1	0.2	101	2.2	-0.7	-5	1
CN(C)C(=O)c1nc2ccccc2s1	19	1	-4	1	1.2	97	-1.1	-0.4	-1	0
COc1cccc(NC(=O)Cn2c(=O)n(CCC(=O)NCc3ccco3)c(=O)c3ccccc32)c1	1	-1	-1	5	0.0	98	0.0	-0.6	3	3

(further entries)
canonical_smiles	MC4R antagonist	Granule exo inh	N-glyco inh	Cardio protect	aDG glyco act	ABCB6 inh 2	hiPSC survival	MC4R barr agon	ABHD5 PLIN5 PPI	m5-HT2A agonist
COC(=O)C(/C=N/O)NC(=O)c1ccccc1 (stereo not drawn)	4	-4	1	4	0.3	96	-1.1	-2.9	2	2
COc1ccc(S(=O)(=O)N2CCOCC2)cc1NC(=O)c1cccc(-n2cccc2)c1	8	-3	-2	2	0.2	99	0.2	-1.8	4	-3
COC(=O)c1sccc1NC(=O)c1csc(C)c1	4	0	-1	-1	0.1	97	-2.4	6.3	-5	7
CC1CC(C)CN(S(=O)(=O)c2ccc3oc(=O)ccc3c2)C1 (stereo not drawn)	0	0	-3	2	0.9	98	-0.3	0.2	4	13
C[C@H]1CN([C@@H](C)CO)C(=O)CCCn2cc(nn2)CO[C@@H]1CN(C)C(=O)Oc1ccccc1	x	-1	4	4	0.0	97	0.1	x	3	6
CN(Cc1ccc(Cl)c(Cl)c1)C(=O)C1CSC2(C)CCC(=O)N12 (stereo not drawn)	-1	-1	-3	2	0.2	96	0.2	-0.4	2	3
CCOC(=O)C1(Cc2ccccc2Cl)CCN(S(=O)(=O)N(C)C)CC1	26	2	-1	-16	0.0	104	-1.4	-0.8	0	-2
